# Screening results deposited in PubChem BioAssay by Sanford-Burnham Center for Chemical Genomics.
# Mdm2 MdmX PPI: human Mdm2/MdmX binding inhibition; O15151+Q00987; SaOS-2 split-luciferase Mdm2/MdmX complementation, luminescence; inhibition, % at 8 µM; 330,000 compounds, 3% hits; AID 485346;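 active = inhibition of at least 50% at 8 µM in the primary screen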
# APJ agonist: activates the human apelin receptor APJ; P35414; CHO-K1 APJ PathHunter beta-arrestin, luminescence; 0% DMSO wells, 100% apelin; activation, % at 20 µM; 330,000 compounds, 0.11% hits;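 active = activation more than six SD over the plate average, tested at 20 µM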;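 also: 0% = DMSO alone and 100% = apelin-13 at 10 nM; some results filed as inactive read as strong as hits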
# Target sequence (P35414 whole entry, looked up): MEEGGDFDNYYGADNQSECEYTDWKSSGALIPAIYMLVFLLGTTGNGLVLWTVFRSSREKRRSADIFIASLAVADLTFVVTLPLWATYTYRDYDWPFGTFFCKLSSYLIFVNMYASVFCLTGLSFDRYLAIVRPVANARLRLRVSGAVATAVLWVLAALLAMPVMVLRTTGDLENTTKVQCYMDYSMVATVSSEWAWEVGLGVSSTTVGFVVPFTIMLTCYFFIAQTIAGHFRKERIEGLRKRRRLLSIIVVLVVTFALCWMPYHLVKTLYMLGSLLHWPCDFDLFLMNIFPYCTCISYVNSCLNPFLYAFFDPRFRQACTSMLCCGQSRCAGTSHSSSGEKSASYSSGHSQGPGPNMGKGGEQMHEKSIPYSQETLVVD
#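 Assay system: engineered CHO-K1 APJ arrestin reporter cells; Amount: 1000 CHO-K1 reporter cells seeded per well; Dosing: one dose, 20 µM compound, 1% DMSO; Times: compound stimulation 90 min at 25 °C, detection 60 min; Measured by: luminescent beta-gal fragment complementation, chemiluminescent substrate; Read-out: APJ–arrestin association signal; Controls: DMSO vs Apelin-13 10 nM.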
# CXCR6 block: CXCR6 (human) receptor inhibition. 360,000 compounds, 0.36% hits. CHO-K1 PathHunter CXCR6 beta-arrestin, luminescence. inhibition, % at 20 µM. O00574; in the data active = inhibition above about 34%, passing the limit was not always enough;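 also: antagonist mode with CXCL16 agonist at 10 nM final; 0% = 10 nM CXCL16 with DMSO and 100% = unstimulated wells without agonist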
# Target sequence (O00574 whole entry, looked up): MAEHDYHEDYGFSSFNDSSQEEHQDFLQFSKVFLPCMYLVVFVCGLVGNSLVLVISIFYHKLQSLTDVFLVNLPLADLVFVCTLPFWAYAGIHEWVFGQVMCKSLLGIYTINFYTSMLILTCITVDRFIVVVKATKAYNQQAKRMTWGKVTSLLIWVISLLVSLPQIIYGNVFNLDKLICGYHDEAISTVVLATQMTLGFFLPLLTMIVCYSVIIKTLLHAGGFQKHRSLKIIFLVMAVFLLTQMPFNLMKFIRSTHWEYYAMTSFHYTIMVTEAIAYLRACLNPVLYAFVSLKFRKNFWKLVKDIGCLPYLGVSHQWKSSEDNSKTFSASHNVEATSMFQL
# tim10-1 inh: inhibits growth of tim10-1 mutant yeast. inhibition, % at 20 µM. AID 463190. S. cerevisiae tim10-1 ts strain growth, BacTiter-Glo, 24 h. 330,000 compounds, 2.2% hits;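 active = inhibition of at least 40%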;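 also: mutant grown at 25 °C; 0% = DMSO wells with yeast and 100% = wells holding no yeast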
# CHOP UPR activ: activators of apoptotic arm of unfolded protein response (CHOP); CHO-CHOP luciferase reporter, UPR activation, luminescence; percent of tunicamycin response over DMSO baseline; activation, % at 10 µM; 330,000 compounds, 0.34% hits; AID 449763;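 active = at 10 µM dose, activation of 40% or more, normalized to positive control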;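 also: 100% = tunicamycin at 10 µg/mL and 0% = DMSO alone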
#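 assay system = CHO CHOP reporter cells | amount = 500 CHO-CHOP cells per well | buffer or medium = F12 with 10% FBS | incubation = 16-18 h cell attachment, then 6 h compound exposure, 37 °C | detection = luminescence read with Steady-Glo | read-out = percent activation relative to tunicamycin control | controls = tunicamycin high control, DMSO low control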
# TIM10 inh: inhibits growth of TIM10 yeast strain; S. cerevisiae TIM10 strain growth, BacTiter-Glo luminescence, 24 h; inhibition, % at 10 µM; 330,000 compounds, 1.4% hits;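 active = inhibition of 40% or more at the single tested concentration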;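 also: wild-type TIM10 isogenic control strain grown at permissive 25 °C; 0% = DMSO yeast wells and 100% = minimal medium wells without yeast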
# APJ antag: APJ receptor antagonism | 330,000 compounds, 0.32% hits | inhibition, % at 20 µM | P35414 | CHO-K1 APJ beta-arrestin complementation, luminescence;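 active = inhibition above about 40% at 20 µM, limit read from the data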;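 also: cells challenged with 10 nM apelin-13 agonist together with compound; plate controls were apelin-13 plus DMSO wells for no effect and DMSO wells lacking apelin-13 for full effect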
# tim23-1 inh: growth inhibitors of tim23-1 mutant yeast; AID 463212; inhibition, % at 20 µM; 330,000 compounds, 1.3% hits; S. cerevisiae tim23-1 growth, BacTiter-Glo luminescence, 24 h;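 active = growth inhibition of the mutant yeast at or above 50%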;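 also: temperature-sensitive mutant grown at 25 °C; plate controls were DMSO-treated mutant yeast for no effect and medium wells lacking yeast for full effect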
# UPR XBP1 act: adaptive UPR (XBP1) activation | 330,000 compounds, 0.33% hits | AID 463104 | CHO-XBP1 luciferase reporter, IRE1-XBP1 UPR activation, luminescence; percent of tunicamycin response, DMSO as zero | activation, % at 20 µM;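 active = versus positive control, 20 µM dose yields 30% or more activation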;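 also: 100% = tunicamycin at 10 µg/mL and 0% = DMSO only wells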
#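 Material: CHO cell line with stable XBP1 luciferase reporter; schedule: 16-18 h cell attachment at 37 °C, then 6 h compound exposure; signal: glow luminescence from Steady-Glo reagent; medium: serum-containing F12 medium, 10% FBS; benchmarks: tunicamycin 10 µg/mL and vehicle-only wells; read-out: percent activation relative to tunicamycin reference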
# * marks the source's active call; other numbers are inactive results; . = not tested or not shown.
1. CCNS(=O)(=O)c1ccc(NC(=O)c2ccc(Cn3cc([N+](=O)[O-])cn3)o2)cc1
2. CC(C)C(=O)Nc1ccccc1Cc1ccccc1
3. O=C(c1ccco1)c1cn(CC(=O)N2CCCc3ccccc32)c2ccccc12
4. CCn1c(COc2ccccc2C)nnc1SCC(=O)CC(=O)Nc1ccccc1OC
5. CC(=O)Oc1ccc2c3c(c(=O)oc2c1)CCCC3
6. COc1ccccc1OCC(=O)N1CCN(S(=O)(=O)c2ccc(Cl)cc2)CC1
compound no.	1	2	3	4	5	6
Mdm2 MdmX PPI	16	17	8	2	19	-25
APJ agonist	-1	-1	-1	-5	-2	-2
CXCR6 block	0	-2	7	8	9	8
tim10-1 inh	-7	9	19	26	-21	16
CHOP UPR activ	-2.0	0.5	-0.2	-1.8	1.9	-0.5
TIM10 inh	47*	-3	2	39	-2	3
APJ antag	1	3	8	0	-10	10
tim23-1 inh	9	7	20	41	11	23
UPR XBP1 act	0	0	0	1	-2	-1

7. CCOC(=O)CC(NC(=O)c1cccc2c1C(=O)N(Cc1cccnc1)C2)c1ccc(OCC)c(OC)c1 (configuration not stated)
8. COc1cc(C(=O)NCC(C)C)c([N+](=O)[O-])cc1OC
9. CCN1CCN(CC(=O)Nc2cc(S(=O)(=O)N(CC)c3ccccc3)ccc2Cl)CC1
10. Cc1nc2sc(C(c3ccc(Cl)cc3)N3CCN(C(=O)c4ccco4)CC3)c(O)n2n1 (configuration not stated)
11. Cc1ccc2c(c1)nnn2C1CCN(CC(=O)NCc2ccccc2F)CC1
12. CCCC1(CCC)NC(=O)N(CC(=O)c2cc(C)n(-c3ccc4c(c3)OCO4)c2C)C1=O
compound no.	7	8	9	10	11	12
Mdm2 MdmX PPI	6	20	4	6	-10	-3
APJ agonist	0	-5	-2	1	-4	-4
CXCR6 block	8	-5	12	2	15	-13
tim10-1 inh	3	3	8	10	18	-18
CHOP UPR activ	-2.4	-2.1	0.1	-2.1	-0.6	-0.7
TIM10 inh	14	-14	-1	31	9	-13
APJ antag	7	26	7	0	13	-8
tim23-1 inh	3	22	-1	22	1	-13
UPR XBP1 act	-2	-2	-1	-3	1	-3

13. CCCNC(=O)c1cccc(Cn2nc(C)c(Br)c2C)c1
14. CC(SCc1ccccc1)C(=O)N/N=C/c1ccc2c(c1)OCO2 (configuration not stated)
15. COc1cccc2sc3ccc(C#CC4(N)CCCCC4)cc3c(=O)c12
16. C(=C/c1ccnc2nc(SC/C=C/c3ccccc3)nn12)/c1ccccc1
17. CCOc1ccccc1/C=N/NC(=O)c1c(C)nc2ccc(Br)cn12
18. COC(=O)C(=O)Nc1nnc(COc2ccccc2)s1
compound no.	13	14	15	16	17	18
Mdm2 MdmX PPI	7	13	19	33	-20	15
APJ agonist	-5	-3	-2	-1	-1	3
CXCR6 block	-10	0	-7	4	-2	-4
tim10-1 inh	17	34	33	36	24	4
CHOP UPR activ	-1.3	0.7	4.2	-2.3	1.3	-1.1
TIM10 inh	8	14	3	12	31	0
APJ antag	5	10	-7	2	10	4
tim23-1 inh	-5	23	14	17	28	19
UPR XBP1 act	-2	3	12	-2	-2	1

19. N#C/C(=N\Nc1cccc(C(F)(F)F)c1)C(=O)c1ccsc1
20. Cc1ccc(C(=O)O)cc1S(=O)(=O)N1CCCC1
21. COc1cc2c(cc1OC)C(c1ccc(Cl)cc1)CC(=O)N2 (configuration not stated)
22. CC(C)c1ccc(C(CC(=O)O)NC(=O)c2cccs2)cc1 (configuration not stated)
23. Cc1ccc2c([N+](=O)[O-])cccc2n1
24. CCn1cc([N+](=O)[O-])c(C(=O)Nc2cc(C)on2)n1
compound no.	19	20	21	22	23	24
Mdm2 MdmX PPI	78*	3	20	-24	-7	26
APJ agonist	0	0	0	2	3	2
CXCR6 block	1	-3	-3	-5	-8	-7
tim10-1 inh	39	6	-7	10	12	4
CHOP UPR activ	2.3	-1.8	2.8	-0.5	0.3	0.7
TIM10 inh	-11	3	9	-6	-2	6
APJ antag	14	-4	-5	5	-23	10
tim23-1 inh	29	7	15	7	16	12
UPR XBP1 act	-1	-1	-3	1	-1	-5

25. COc1ccc(Cc2nc3ccc(C(=O)N(C)CCn4ccnc4)cc3o2)cc1OC
26. O=C(CSc1ncn[nH]1)Nc1nc(-c2cccc([N+](=O)[O-])c2)cs1
27. Cc1onc(-c2c(Cl)cccc2Cl)c1C(=O)N1CCSCC1
28. CC1CCN(c2nc(CN3CCCCC3)nc3scc(-c4ccccc4)c23)CC1
29. COc1cc(C(F)(F)F)c(C(=O)NCc2cccc(Cl)c2)cn1
30. Cc1ccc(S(=O)(=O)NC(=O)c2ccc(-c3ccc(-c4ccccc4)cc3)o2)c(C)c1
compound no.	25	26	27	28	29	30
Mdm2 MdmX PPI	-35	32	23	57*	6	11
APJ agonist	0	-2	-4	-4	6	10
CXCR6 block	-10	-2	14	6	2	.
tim10-1 inh	-9	-5	14	19	14	43*
CHOP UPR activ	3.3	4.4	1.8	0.1	0.8	-1.9
TIM10 inh	4	-1	15	24	0	-1
APJ antag	6	9	4	-2	-14	8
tim23-1 inh	6	1	19	26	22	10
UPR XBP1 act	-3	0	1	1	-3	-2

# Nos. 21–30 from above:
21. COc1cc2c(cc1OC)C(c1ccc(Cl)cc1)CC(=O)N2 (configuration not stated)
22. CC(C)c1ccc(C(CC(=O)O)NC(=O)c2cccs2)cc1 (configuration not stated)
23. Cc1ccc2c([N+](=O)[O-])cccc2n1
24. CCn1cc([N+](=O)[O-])c(C(=O)Nc2cc(C)on2)n1
25. COc1ccc(Cc2nc3ccc(C(=O)N(C)CCn4ccnc4)cc3o2)cc1OC
26. O=C(CSc1ncn[nH]1)Nc1nc(-c2cccc([N+](=O)[O-])c2)cs1
27. Cc1onc(-c2c(Cl)cccc2Cl)c1C(=O)N1CCSCC1
28. CC1CCN(c2nc(CN3CCCCC3)nc3scc(-c4ccccc4)c23)CC1
compound no.	21	22	23	24	25	26	27	28
Mdm2 MdmX PPI	20	-24	-7	26	-35	32	23	57*
APJ agonist	0	2	3	2	0	-2	-4	-4
CXCR6 block	-3	-5	-8	-7	-10	-2	14	6
tim10-1 inh	-7	10	12	4	-9	-5	14	19
CHOP UPR activ	2.8	-0.5	0.3	0.7	3.3	4.4	1.8	0.1
TIM10 inh	9	-6	-2	6	4	-1	15	24
APJ antag	-5	5	-23	10	6	9	4	-2
tim23-1 inh	15	7	16	12	6	1	19	26
UPR XBP1 act	-3	1	-1	-5	-3	0	1	1

29. COc1cc(C(F)(F)F)c(C(=O)NCc2cccc(Cl)c2)cn1
30. Cc1ccc(S(=O)(=O)NC(=O)c2ccc(-c3ccc(-c4ccccc4)cc3)o2)c(C)c1
compound no.	29	30
Mdm2 MdmX PPI	6	11
APJ agonist	6	10
CXCR6 block	2	.
tim10-1 inh	14	43*
CHOP UPR activ	0.8	-1.9
TIM10 inh	0	-1
APJ antag	-14	8
tim23-1 inh	22	10
UPR XBP1 act	-3	-2

# Next section.
31. COc1ccc(CCNC(=O)Cn2c([N+](=O)[O-])cnc2C)cc1OC
32. CCOc1ccc(NC(=O)Nc2cccnc2)cc1
33. CCOCCCNC(=O)C(NC(=O)c1ccc(NC(C)=O)cc1)c1ccc(C)cc1 (configuration not stated)
34. Cc1cc(C)n2nc(Sc3ncccc3[N+](=O)[O-])nc2n1
35. COc1ccc(CNC(=O)CCS(=O)(=O)c2ccc(Br)cc2)cc1
36. Cc1ccc(SCC(=O)Nc2nncs2)cc1
compound no.	31	32	33	34	35	36
Mdm2 MdmX PPI	8	-37	-25	-9	15	19
APJ agonist	-2	-1	-4	1	-8	-4
CXCR6 block	-4	3	4	-5	-3	-5
tim10-1 inh	-5	5	8	28	4	0
CHOP UPR activ	-1.2	9.7	0.7	0.1	0.1	1.1
TIM10 inh	5	9	0	13	3	7
APJ antag	11	10	-19	-1	-14	4
tim23-1 inh	8	-1	6	1	8	15
UPR XBP1 act	-1	1	-2	-5	-2	-1

37. CCOc1ccc(CN2CCN(Cc3c(C)nn(CC)c3C)CC2CCO)cc1 (configuration not stated)
38. CC/C(C)=N/Oc1nc(C)cc(C)n1
39. O=C1C(c2ccc(F)cc2)N(CC2COc3ccccc3O2)C(=O)CN1C1CCCCC1 (configuration not stated)
40. O=C(CCNS(=O)(=O)c1cccc2nsnc12)NCc1cccs1
41. Cc1ccc2c(Cl)c(C(=O)N/N=C/c3cccn3C)sc2c1
42. O=C(COC(=O)c1cncc(Br)c1)NCC1CCCO1 (configuration not stated)
compound no.	37	38	39	40	41	42
Mdm2 MdmX PPI	-2	-1	-21	18	48	-22
APJ agonist	-2	0	-6	1	-2	7
CXCR6 block	-19	-3	8	9	19	-2
tim10-1 inh	20	-16	32	13	-12	7
CHOP UPR activ	-1.0	0.7	-0.5	0.4	2.9	-0.4
TIM10 inh	3	-11	21	-26	5	-5
APJ antag	10	-2	-12	0	-10	-7
tim23-1 inh	8	5	34	2	-20	9
UPR XBP1 act	-2	-2	-3	2	4	0

43. CCCCCn1c(NCc2ccco2)nc2ccccc21
44. CSc1ncccc1C(=O)N1CCCC(CCC(=O)NCc2ccccc2F)C1 (configuration not stated)
45. C[C@H](CO)N1C[C@H](C)[C@@H](CN(C)Cc2ccncc2)Oc2ccc(NC(=O)Cn3cnnn3)cc2C1=O
46. CCOc1ccc(NC(=O)COc2ccc(C(=O)NC3CCCc4ccccc43)cc2OC)cc1 (configuration not stated)
47. CC1CCCCN1Cc1nc2ccccc2c(=O)[nH]1 (configuration not stated)
48. Cc1cc(=O)[nH]c(SCc2ccc(Cl)cc2Cl)n1
compound no.	43	44	45	46	47	48
Mdm2 MdmX PPI	-7	18	2	34	18	-15
APJ agonist	-2	-2	-3	-2	0	0
CXCR6 block	-6	-2	-5	9	-4	0
tim10-1 inh	12	5	-12	-4	1	0
CHOP UPR activ	-0.2	0.0	1.4	-1.8	-0.9	2.5
TIM10 inh	-10	6	-6	-3	23	19
APJ antag	-2	2	2	-7	4	13
tim23-1 inh	-1	-3	3	-20	5	15
UPR XBP1 act	2	-4	-1	2	-1	0

49. O=C(Cn1ccc([N+](=O)[O-])n1)N1CCCCC1
50. CS(=O)(=O)C1=NSC2=NC(=O)/C(=C\c3cccn3-c3ccccc3Cl)C(=N)N21
51. COc1ccccc1CC(=O)NC12CC3CC(CC(C3)C1)C2
52. O=C(COc1ccc(Cl)cc1)Nc1ccc(CN2CCOCC2)cc1
compound no.	49	50	51	52
Mdm2 MdmX PPI	11	0	22	13
APJ agonist	-2	-2	-2	1
CXCR6 block	3	12	-6	0
tim10-1 inh	-17	7	25	-34
CHOP UPR activ	1.4	1.5	-0.1	-0.5
TIM10 inh	-19	25	12	-31
APJ antag	-2	4	-1	-1
tim23-1 inh	-2	19	35	-6
UPR XBP1 act	0	0	-5	0

# Not all compounds are listed; rates above refer to the full screens.
